# eIF4E-4G inh: inhibitors of eIF4E and eIF4G interaction in translation initiation | 220,000 compounds, 0.37% hits | P63073+Q04637 | inhibition, % at 21.7 µM | AID 782 | TR-FRET eIF4E-eIF4GI(517-606) binding, 2 h;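 active = inhibition above about 30%, limit read from the data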;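 note: 0% = full FRET control wells and 100% = background wells lacking eIF4GI fragment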
# S1P4 antag: human S1P4 receptor antagonism | inhibition, % at 4.98 µM | O95977 | S1P4-expressing cells, antagonist mode, reporter read-out | 220,000 compounds, 0.26% hits; in the data active = inhibition above about 29%;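 note: 0% = wells stimulated with agonist and 100% = vehicle wells without agonist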
# Target sequence (O95977 whole entry, looked up): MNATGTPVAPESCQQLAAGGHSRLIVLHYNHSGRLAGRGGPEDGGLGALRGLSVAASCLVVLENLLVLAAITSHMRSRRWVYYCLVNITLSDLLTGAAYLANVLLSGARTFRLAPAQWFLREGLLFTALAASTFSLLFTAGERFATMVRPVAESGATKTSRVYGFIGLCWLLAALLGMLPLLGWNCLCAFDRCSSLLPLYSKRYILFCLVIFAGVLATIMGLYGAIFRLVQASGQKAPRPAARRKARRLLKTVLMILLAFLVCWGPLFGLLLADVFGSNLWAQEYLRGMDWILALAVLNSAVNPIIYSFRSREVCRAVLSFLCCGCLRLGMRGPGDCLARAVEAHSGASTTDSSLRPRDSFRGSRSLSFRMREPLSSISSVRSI
# EP2 mod: modulators of human EP2 prostaglandin E2 receptor | EP2-expressing cells, cAMP HTRF FRET, PGE2 co-stimulation | AID 940 | P43116 | induction, % at 25 µM | 260,000 compounds, 0.83% hits;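 active = compounds whose cAMP rise, as percent of the full-agonist control response, exceeds 60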;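 note: rat C6 glioma line stably carrying human EP2 under a CMV promoter; the protocol text gives 20 µM as final concentration; 100% = response of wells given 1 µM PGE2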
# p97 ATPase inh: human p97 ATPase inhibition | 220,000 compounds, 0.42% hits | inhibition, % at 8 µM | P55072 | recombinant p97 ATPase, Kinase-Glo ATP luminescence, 3 h; in the data active = inhibition above about 15%;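 note: 0% = DMSO vehicle and 100% = wells lacking enzyme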
# PGE2 EP2 inh: inhibitors of human EP2 prostaglandin E2 receptor | inhibition, % at 25 µM | C6 glioma cells expressing human EP2, cAMP TR-FRET; cells stimulated with saturating PGE2 | AID 1422 | 260,000 compounds, 0.52% hits;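 active = percent inhibition above 40 after rounding to a whole number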;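 note: rat C6 glioma host cells with rolipram phosphodiesterase inhibitor present; the protocol text gives 20 µM as final concentration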
# NPY-Y2 PAM-ag: potentiators or agonists of human neuropeptide Y receptor Y2 | 220,000 compounds, 0.45% hits | P49146 | cells expressing NPY-Y2, potentiator/agonist read-out | activation, % at 3.6 µM | AID 1359; in the data active = activation above about 27%;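 note: cells stimulated with NPY near EC25 plus isoproterenol at EC100; 0% = vehicle plus submaximal agonist and 100% = vehicle plus saturating agonist; some results beyond the cut were filed as inactive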
# S1P4 agonist: activates the human S1P4 receptor | S1P4-expressing cell line, agonist reporter assay | activation, % at 4.98 µM | 220,000 compounds, 0.35% hits; in the data active = activation above about 11%;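 note: 0% = DMSO vehicle and 100% = reference agonist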
# NPY1 pot ag: human NPY-Y1 potentiation or agonism, primary screen. P25929. NPY-Y1 expressing cells, potentiator/agonist activation. activation, % at 3.6 µM. 220,000 compounds, 0.37% hits. AID 1304; in the data active = activation above about 33%, passing the limit was not always enough;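 note: cells stimulated with NPY at EC10 then isoproterenol at EC100; 0% = low agonist plus stimulus and 100% = saturating agonist plus stimulus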
# Target sequence (P25929 whole entry, looked up): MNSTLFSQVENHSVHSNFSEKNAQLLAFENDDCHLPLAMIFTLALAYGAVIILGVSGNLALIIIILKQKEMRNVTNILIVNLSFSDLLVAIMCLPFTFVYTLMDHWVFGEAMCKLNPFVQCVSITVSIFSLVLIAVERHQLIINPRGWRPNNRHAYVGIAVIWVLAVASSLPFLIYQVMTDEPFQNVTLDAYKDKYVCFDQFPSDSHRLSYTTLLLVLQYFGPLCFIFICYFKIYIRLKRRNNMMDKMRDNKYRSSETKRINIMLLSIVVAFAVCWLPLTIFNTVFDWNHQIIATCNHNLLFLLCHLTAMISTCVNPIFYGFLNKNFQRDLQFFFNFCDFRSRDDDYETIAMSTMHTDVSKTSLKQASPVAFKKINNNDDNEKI
# NPY Y1 blocker: blocks the human neuropeptide Y Y1 receptor. HEK293-CNG Y1 cells, membrane potential fluorescence; NPY at EC95, then isoproterenol. inhibition, % at 3.6 µM. 200,000 compounds, 1% hits. AID 1040;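 active = inhibition above the campaign mean inhibition of all tested compounds plus 3 SD, cut at about 20% in these data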;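 note: 0% = DMSO wells given NPY plus isoproterenol and 100% = isoproterenol alone without NPY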
#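 Test system: HEK293 cells co-expressing NPY Y1 receptor and cyclic-nucleotide gated channel; Also added: NPY (25 nM), isoproterenol (1 µM), Ro 20-1724 (25 µM); Compound dosing: one concentration, 3.6 µM, in 0.4% DMSO; Timing: dye 3 h, compound 60 min room temperature, stimulation 45 min; Technique: Membrane-potential fluorescent dye readout.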
# Active calls of the source: *; . = no result given; & = joins results of further samples; [ ] = dose if it differs, or a comment. Some of the compounds tested (hit frequency here may not be typical).
SMILES,eIF4E-4G inh,S1P4 antag,EP2 mod,p97 ATPase inh,PGE2 EP2 inh,NPY-Y2 PAM-ag,S1P4 agonist,NPY1 pot ag,NPY Y1 blocker
CC(C)(C)C(=O)OC/C(N)=N/OC(=O)c1ccc(Cl)c(Cl)c1,3.2,0.7,-17.8,0.9,15.6,-10.5,0.4,-22.0,.
C=CCn1c(SCC(=O)NCC2CCCO2)nc2scc(-c3ccco3)c2c1=O (stereo unspecified),8.5,8.9,-52.1,5.5,9.9,-9.2,1.8,3.4,9.1
Cc1cccc(OCCC(=O)Nc2c(C)n(C)n(-c3ccccc3)c2=O)c1,-1.0,-11.0,3.0,-2.9,9.2,-11.2,2.2,6.2,3.6
COc1ccc(NC(=O)CSc2nnc(-c3cccs3)n2Cc2ccco2)cc1OC,7.5,1.6,-2.7,0.1,12.2,5.8,1.6,-13.2,-4.5
Cc1nc(CSc2n[nH]c(=O)n2-c2ccccc2)cs1,0.3,2.9,6.7,7.3,11.6,16.8,-0.7,-2.8,.
COc1ccc(-c2nc(CS(=O)CC(=O)NCc3ccco3)c(C)o2)cc1 (stereo unspecified),2.2,4.0,17.4,2.1,9.4,-2.7,-2.9,-1.2,-1.7
COc1ccc(C2=NN(C(=O)CSc3cn(C)c4ccccc34)C(c3ccc(OC)cc3)C2)cc1 (stereo unspecified),-48.2[fluorescence artefact?],-2.0,9.5,3.5,9.6,-16.1,5.7,1.6,5.4
Cc1cc(N2CCN(c3nnnn3-c3ccccc3)CC2)n2ncnc2n1,-6.2,0.0,-17.9,0.0,13.8,15.3,1.7,11.5,1.1
CC1(C)CC(=O)C(C(=S)Nc2ccccc2)=C(NCCN2CCOCC2)C1,-1.0,-2.7,4.5,0.1,8.3,14.0,0.7,6.8,5.7
O=C(N/N=C/c1cccc([N+](=O)[O-])c1)c1ccc2c(c1)OCCO2,-0.5,-0.1,-24.5,2.7,5.5,-8.7,1.1,3.5,-2.0
Cc1ccc(C(=O)NC(NCC2CCCO2)C(Cl)(Cl)Cl)cc1 (stereo unspecified),-3.2,-13.9,5.2,5.1,8.8,1.4,1.1,-2.6,3.5
Cc1cccc(-n2ncc(C#N)c2N)c1,.,-5.2,9.8,0.9,10.8,-2.9,0.3,0.8,-4.8

# Three of the entries above in order of the EP2 mod value, high to low.
SMILES | EP2 mod
COc1ccc(-c2nc(CS(=O)CC(=O)NCc3ccco3)c(C)o2)cc1 (stereo unspecified) | 17.4
Cc1ccc(C(=O)NC(NCC2CCCO2)C(Cl)(Cl)Cl)cc1 (stereo unspecified) | 5.2
CC1(C)CC(=O)C(C(=S)Nc2ccccc2)=C(NCCN2CCOCC2)C1 | 4.5

# The listing picks up, repeating the two entries before the break.
SMILES,eIF4E-4G inh,S1P4 antag,EP2 mod,p97 ATPase inh,PGE2 EP2 inh,NPY-Y2 PAM-ag,S1P4 agonist,NPY1 pot ag,NPY Y1 blocker
Cc1ccc(C(=O)NC(NCC2CCCO2)C(Cl)(Cl)Cl)cc1 (stereo unspecified),-3.2,-13.9,5.2,5.1,8.8,1.4,1.1,-2.6,3.5
Cc1cccc(-n2ncc(C#N)c2N)c1,.,-5.2,9.8,0.9,10.8,-2.9,0.3,0.8,-4.8
Cn1cc([N+](=O)[O-])c(C(=O)N/N=C/c2cc3c(cc2Br)OCO3)n1,0.7,-6.7,-60.9,2.1,10.0,-8.9,-0.5,-9.3,3.8
COc1cc(/C(C)=N/NC(=O)Cc2c(C)[nH][nH]c2=O)ccc1O,1.6,-17.2,0.8,0.4,2.2,-12.9,2.5,-23.0,3.7
Cn1c2c(c(=O)n(C)c1=O)CN(Cc1ccc3c(c1)OCO3)CN2,-2.7,-10.4,-5.6,-4.6,8.2,11.8,0.9,4.2,-2.7
O=c1c2cccnc2nc2n1CCCCC2,-6.2,4.5,-0.7,3.3,11.2,-13.1,-1.5,-2.6,-3.0
Cc1ccc(S(=O)(=O)NCCSc2ccccc2)cc1[N+](=O)[O-],1.8,-10.4,-17.2,-3.8,6.8,-31.6,-0.3,-28.1,20.1
O=C(Cn1cc([N+](=O)[O-])cn1)N1N=C(C(F)F)CC1(O)C(F)F (stereo unspecified),-0.8[fluorescence artefact?],-6.7,-0.1,5.6,12.6,8.6,-4.1,8.5,7.0
O=[N+]([O-])c1cccnc1N/N=C/c1ccccc1O,-1.7,-4.1,-8.0,-3.1,5.2,-3.8,0.6,13.0,3.0
COCCCNC(=O)CCn1c(=O)c2ccccc2n(CC(=O)Nc2ccc(C)cc2C)c1=O,-5.0[fluorescence artefact?],-15.0,14.4,-0.4,9.7,-5.8,-0.2,-3.8,-6.1
Fc1ccc(Nc2ncnc3sc4c(c23)CCC4)cc1,-2.1,-9.2,23.2,-3.9,5.4,-12.9,1.2,-3.8,5.5
O=c1c2ccccc2c(C=NC2CCN(Cc3ccccc3)CC2)c(O)n1Cc1ccc2c(c1)OCO2,-2.9,19.3,8.7,1.3,13.2,-8.2,1.3,-21.2,10.2
N#C/C(=C(/O)Cc1ccccc1)P(=O)(c1ccccc1)c1ccccc1,2.4,-11.1,17.4,1.2,10.8,-11.6,1.5,-7.7,.
COc1cc(NS(=O)(=O)c2ccc(NC(=O)CN3C(=O)c4ccccc4C3=O)cc2)ncn1,-0.7,-0.4,6.7,5.1,7.0,6.4,0.4,4.7,-2.8
CC(C)[C@H](NS(=O)(=O)c1ccc2c(c1)OCCO2)C(=O)OCC(=O)Nc1cccc(Cl)c1Cl,1.8,-7.0,-0.3,0.8,5.8,0.4,-1.4,-19.4,-1.9
CCOc1ccccc1NC(=O)NC(=O)N(C)S(C)(=O)=O,6.3,10.1,-25.4,0.7,0.9,-30.8,-0.3,-4.9,4.3
Cc1ccc(NC(=O)c2ccc(N3C(=O)C4CC=C(Cl)CC4C3=O)cc2)cc1 (stereo unspecified),-10.4,-15.0,-29.7,0.7,7.7,-0.3,-4.1,7.0,-10.6
O=C(CCC(=O)c1cccs1)Nc1ccc(N2CCCCC2)cc1,4.7,-9.3,9.2,1.9,11.9,10.8,0.3,13.6,6.4
Cc1ccc(OC(F)F)c(NC(=O)Nc2cccc(C(F)(F)F)c2)c1,-0.8,11.0,0.1,-1.9,0.5,14.9,-0.3,7.8,-0.4
CCOc1ccc(C(=O)NC(C(=O)NCC2CCCO2)C(C)C)cc1 (stereo unspecified),-5.9,-17.9,3.2,6.1,3.4,6.9,1.5,11.4,.
O=C(/C=C/c1ccco1)NC(=S)Nc1cc(C(F)(F)F)ccc1N1CCOCC1,-4.5[fluorescence artefact?],-10.4,13.6,3.8,5.3,-14.3,-1.3,-0.9,1.3
COc1ccc(S(=O)(=O)Nc2cc3c4c(oc3c3ccccc23)CC(C)(C)CC4=O)cc1,-4.0,-9.6,4.8,4.3,9.6,2.3,0.3,3.0,0.5
CCCS(=O)(=O)N1CCCC(C(=O)NCc2cccnc2)C1 (stereo unspecified),11.7,-19.2,21.8,5.5,13.1,-5.4,-1.1,10.9,3.0
Cc1ccc(C)c(-c2cc(C(=O)NN3CCOCC3)c3ccccc3n2)c1,-4.2,-15.1,6.2,-4.5,8.7,1.6,2.3,-14.6,0.2
Cc1cc(C(C)(C)C)ccc1OCCN(C)C,1.6,5.3,8.5,-0.2,3.2,1.6,-1.7,-2.8,-1.0
Cc1cc(Oc2ccc(Cl)cc2)nc(-c2ccccc2O)n1,-2.7,-16.0,28.6,0.6,6.9,14.1,-0.1,-9.2,-1.3
O=c1c2c3c(sc2nc(N2CCNCC2)n1-c1cccc(Cl)c1)CCCCC3,-2.4,-0.9,-28.8,12.6,14.5,10.2,0.2,22.1,.
O=C(NCc1ccccc1)N1CCC(c2nc3ccccc3[nH]2)CC1,3.6,3.8,-24.0,-0.7,7.8,-21.5,3.3,-2.5,8.6
Cc1occc1-c1nnc(SCC(=O)Nc2nccs2)n1CCc1ccccc1,-9.7,-0.6,37.8,1.6,4.4,4.1,-0.9,2.8,-3.3
C=CCc1cc(Cl)ccc1OCCNCCOC,0.3,1.9,-0.3,0.4,2.9,-28.5,-0.4,-9.7,-0.7
O=C(c1cc(-c2ccccc2)on1)N1CCCC1,-6.5,1.7,4.5,2.2,-0.8,10.9,0.2,-8.6,2.3
Cn1c(SCC(=O)N2CCN(c3cccc(Cl)c3)CC2)nnc1-c1ccncc1,7.3,-22.7,-4.8&-23.7,2.2,7.5&5.8,9.2,3.0,-6.4,-2.6
Cc1nc(NC(=O)CSc2nnnn2Cc2ccccc2)sc1C,10.1,-2.9,-38.9,-6.7,31.4,-9.8,-1.2,-19.9,4.4
CCCCCCc1nc2ccccc2c(=O)n1NC(=O)c1c(O)c2cccc3c2n(c1=O)CC3,.,0.2,.,-0.6,.,-14.1,1.8,-4.3,-6.7
O=C(c1ccccc1)N(Cc1nc2ccccc2c(=O)[nH]1)C1CCCCC1,2.5,-6.6,32.8,-1.4,11.1,4.2,0.3,14.6,3.1
c1ccc(NC2=NCCCCS2)cc1,-4.2,-6.6,0.2,-3.9,8.7,-6.0,1.6,1.4,-4.4
CCOc1cc(/C=N/Nc2cccc(C(=O)O)c2)ccc1OC(=O)c1ccccc1,-3.1,2.7,38.0,2.5,3.6,-4.0,1.4,-7.6,0.7
CC(NC(=O)c1ccncc1)C(c1cccs1)N1CCOCC1 (stereo unspecified),0.8,-11.6,29.2,6.0,4.9,8.4,0.7,11.0,-1.2
Cc1cccnc1NC(=O)C(C)Oc1ccccc1 (stereo unspecified),-8.7[fluorescence artefact?],-13.2,9.3,-1.2,5.7,-13.3,0.8,-10.4,-0.7
N#C/C(=C/c1ccc(C(=O)O)cc1)C(=O)NCc1ccccc1,0.2,-13.8,-8.6,-3.6,4.7,-10.4,-3.2,-23.6,2.0

# Entries of single compounds, looked up by structure.
# CC(NC(=O)c1ccncc1)C(c1cccs1)N1CCOCC1 (stereo unspecified) as listed: eIF4E-4G inh: 0.8; S1P4 antag: -11.6; EP2 mod: 29.2; p97 ATPase inh: 6.0; PGE2 EP2 inh: 4.9; NPY-Y2 PAM-ag: 8.4; S1P4 agonist: 0.7; NPY1 pot ag: 11.0; NPY Y1 blocker: -1.2
# Cc1cccnc1NC(=O)C(C)Oc1ccccc1 (stereo unspecified) as listed: eIF4E-4G inh: -8.7[fluorescence artefact?]; S1P4 antag: -13.2; EP2 mod: 9.3; p97 ATPase inh: -1.2; PGE2 EP2 inh: 5.7; NPY-Y2 PAM-ag: -13.3; S1P4 agonist: 0.8; NPY1 pot ag: -10.4; NPY Y1 blocker: -0.7
# Cc1cc(C(C)(C)C)ccc1OCCN(C)C as listed: eIF4E-4G inh: 1.6; S1P4 antag: 5.3; EP2 mod: 8.5; p97 ATPase inh: -0.2; PGE2 EP2 inh: 3.2; NPY-Y2 PAM-ag: 1.6; S1P4 agonist: -1.7; NPY1 pot ag: -2.8; NPY Y1 blocker: -1.0

# Assay outcomes (PubChem BioAssay)
